# MT1-MMP act inh = inhibitors of human MT1-MMP activation; GFP/RFP ratio change, % at 20 µM; HT1080 RFP-PRO-GFP cells, GFP/RFP ratio fluorescence, overnight; percent of plate control window, DMSO zero; AID 651647; hit rate 0.061% among 360,000; P50281;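 active = GFP/RFP ratio change of at least 30% with cell ATP level not reduced by more than half and red fluorescence within 50% of control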; also: strong numbers were not always called active
#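 Assay system: RFP-PRO-GFP reporter HT1080 cells; read-out basis: GFP/RFP fluorescence ratio; benchmarks: DMSO wells and RFP-L50D-GFP cells; doses: 20 µM single dose, 1% DMSO; schedule: overnight cell settling, then overnight compound exposure, 37 °C, 5% CO2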
# E coli Lon inh = inhibitors of E. coli Lon protease | purified E. coli Lon protease, fluorescence polarization | hit rate 0.42% among 360,000 | inhibition, % at 7.94 µM; in the data active = inhibition above about 13%, passing the limit was not always enough;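 also: 0% = enzyme with probe and DMSO and 100% = no enzyme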
# bovine MsrA act = activates bovine MsrA enzyme | AID 602163 | activation, % at 10.6 µM | hit rate 0.3% among 360,000 | purified bovine MsrA, absorbance read-out; in the data active = activation above about 7.5%;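 also: 0% = vehicle and 100% = reference activator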
# Rin1 Abl inh = blocks binding of human Rin1 to Abl | P00519+Q13671 | TR-FRET Rin1/Abl binding, biochemical | inhibition, % at 7.35 µM | hit rate 0.4% among 360,000 | AID 588664; in the data active = inhibition above about 5%, passing the limit was not always enough
# FAS TE block = FAS thioesterase (human) inhibition; P49327; recombinant FAS-TE, OMFH fluorogenic substrate, fluorescence endpoint; inhibition, % at 15 µM; hit rate 0.67% among 360,000; AID 602261;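 active = compounds whose normalised, plate-corrected inhibition of enzyme fluorescence in the single-dose primary screen is 50% or more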;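 also: 0% = DMSO with enzyme and 100% = substrate without enzyme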
# Neddylation inh = cullin neddylation inhibition | P61081+Q13564 | TR-FRET cullin neddylation, biochemical | calls only at 25 µM | hit rate 0.58% among 360,000 | AID 651699; in the data active = inhibition above about 36%
# PABP1 MLLE inh = inhibitors of microRNA-mediated deadenylation, human PABP1 MLLE binding. P11940. GST-MLLE / FITC-PAM2 fluorescence polarization. inhibition, % at 20 µM. hit rate 0.36% among 360,000; in the data active = inhibition above about 35%, passing the limit was not always enough;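 also: plate controls were DMSO wells with GST-MLLE for no effect and wells lacking GST-MLLE protein for full effect; some results filed as inactive read as strong as hits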
# CendR NRP1 mod = modulators of CendR peptide binding to human neuropilin-1; AID 602438; inhibition, % at 25 µM; FAM-RPARPAR peptide binding to NRP-1, fluorescence polarization; hit rate 0.85% among 360,000;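 active = inhibition or corrected inhibition above about 18%, plus a signal ratio from 0.5 to 1.5, limit read from the data, passing the limit was not always enough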; also: strong numbers were not always called active
# SKN-1 inh = inhibitors of C. elegans SKN-1; C. elegans VP596 Pgst-4::GFP/RFP ratio, acrylamide-induced, 24 h; inhibition, % at 21.8 µM; hit rate 0.49% among 360,000; AID 624304;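 active = interference check ratio from 0.5 to 1.5 plus GFP to RFP signal ratio inhibition reaching or exceeding a fixed threshold, cut at about 30% in these data, passing the limit was not always enough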; also: some compounds called inactive have numbers as strong as hits
# * marks the source's active call; other numbers are inactive results; i = inactive; x = no result given.
SMILES,MT1-MMP act inh,E coli Lon inh,bovine MsrA act,Rin1 Abl inh,FAS TE block,Neddylation inh,PABP1 MLLE inh,CendR NRP1 mod,SKN-1 inh
CCCCCCCCN1C(=O)[C@H](CC(=O)NCCCN2CCCC2=O)C[C@@]2(C(=O)OC)CCCCC=C12,5,-1,-1,x,-6,i,x,29*,6
COC(=O)c1cccc(N2C(=O)C3CC=CCC3C2=O)c1 (stereo not drawn),2,-3,-1,0,-6,i,8,10,-15
Cc1ccc(S(=O)(=O)/N=C(/c2ccc(F)cc2)N2CCOCC2)cc1,-3,-5,-3,1,-4,i,6,24,15
CC1(C)CCCN(C(=O)N2c3ccccc3Sc3ccccc32)C1,-1,-13,-11,3,21,i,-13,-4,-18
CCOc1ccc(CCn2c(-c3ccco3)nc3ccccc3c2=O)cc1OCC,8,0,-12,-5,12,i,0,-1,-18
Cc1cccc(CN2CCC(N3CC(C)OC(C)C3)CC2)c1 (stereo not drawn),0,-11,-3,-1,-4,i,-4,7,0
N#Cc1cc(N)c(Nc2ccccc2)cc1C#N,-7,-8,-5,-2,27,x,5,0,4
CCCCc1cc2c(s1)CCCC/C2=N/O,1,0,-4,1,-13,i,3,-4,12
CN1CCc2nc(SCc3ccc(C(C)(C)C)cc3)c(C#N)cc2C1,-21,-3,0,3,-94,i,-20,-38,7
CCOCCn1c(SC)nc2c1c(=O)[nH]c(=O)n2C,5,9,0,-4,-5,i,29,-14,0
CCN1CCN(C(=S)Nc2ccc3nc4n(c(=O)c3c2)CCCCC4)CC1,-2,8,-14,1,-13,i,-24,12,-19
COc1ccc(NC(=O)C2C(=O)N(C)C3(C)CC2c2ccccc2O3)cc1 (stereo not drawn),2,5,1,1,-3,i,8,20,-19
Cn1cc(CCNC(=O)CC2C(=O)NCCN2CC(c2ccccc2)c2ccccc2)cn1 (stereo not drawn),3,-7,-1,-2,-5,i,10,-15,14
COc1cccc(CN2CCCC(C(=O)N3CCCCC3)C2)c1OC (stereo not drawn),5,-9,-2,-2,-8,i,-9,-4,-4
CCCN(C)C1CN(Cc2cn(Cc3ccc(F)cc3)nn2)S(=O)(=O)C1 (stereo not drawn),4,-9,-3,x,-10,i,x,3,-3
CSc1ncnc2c1ncn2CCCNCCCc1ccccc1,6,-2,-6,0,-10,i,-4,-1,0
CCCNC(=O)C1(C)CCCN(Cc2ccccc2-c2ccccc2)C1 (stereo not drawn),-1,-9,-2,-2,1,i,-4,-13,4
NC(=O)c1cccc(-c2coc3c(C(=O)NCc4ccccc4)cccc23)c1,2,-11,-2,1,-10,i,8,-10,18
CC(C)NC(=O)N(C)C[C@H]1Oc2c(NC(=O)Nc3ccc(C(F)(F)F)cc3)cccc2C(=O)N([C@H](C)CO)C[C@@H]1C,4,-1,-1,0,82*,i,11,3,-1
CCOC(=O)CCc1c(C)n(CC)c2cc(-c3ccccc3OC)nn2c1=O,10,-4,-10,2,-7,x,-7,-10,-16

# Whole records as entered above.
# `Cn1cc(CCNC(=O)CC2C(=O)NCCN2CC(c2ccccc2)c2ccccc2)cn1` (stereo not drawn) as listed: MT1-MMP act inh: 3; E coli Lon inh: -7; bovine MsrA act: -1; Rin1 Abl inh: -2; FAS TE block: -5; Neddylation inh: i; PABP1 MLLE inh: 10; CendR NRP1 mod: -15; SKN-1 inh: 14
# `CSc1ncnc2c1ncn2CCCNCCCc1ccccc1` as listed: MT1-MMP act inh: 6; E coli Lon inh: -2; bovine MsrA act: -6; Rin1 Abl inh: 0; FAS TE block: -10; Neddylation inh: i; PABP1 MLLE inh: -4; CendR NRP1 mod: -1; SKN-1 inh: 0

# Continuation:
SMILES,MT1-MMP act inh,E coli Lon inh,bovine MsrA act,Rin1 Abl inh,FAS TE block,Neddylation inh,PABP1 MLLE inh,CendR NRP1 mod,SKN-1 inh
COc1ccc(CC(=O)Nc2ccc(F)c(F)c2F)cc1S(=O)(=O)N1CCOCC1,2,-1,-2,0,-1,i,1,8,6
Cc1cccc(NC(=O)Cn2nc(-c3cccs3)ccc2=O)c1C,-1,-3,-3,0,11,i,1,-1,-8
COc1ccc(OCC(=O)Nc2ccc(N3CCN(Cc4ccccc4F)CC3)cc2)cc1,4,-6,-4,1,-9,i,0,1,-3
CCCCCCC(C)n1[nH]c(=O)c2c(C)cc(=O)[nH]c21 (stereo not drawn),-5,-5,-4,4,0,i,9,11,4
COc1cc2nc(C3CCC3)n(NC(=O)c3ccco3)c(=O)c2cc1OC,-1,-6,-3,6,-1,i,0,-7,-2
COc1ccc(OC)c(S(=O)(=O)NCC(c2ccco2)N2CCc3ccccc3C2)c1 (stereo not drawn),-4,-3,-1,-2,22,i,18,0,15
CCOC(=O)c1c(S(=O)(=O)NCC(=O)Nc2cc(C)ccn2)c(C)n(C)c1C,-3,13,-8,2,-10,i,14,3,-9
COc1ccc(N2CCN(c3ccnc4cc(Cl)ccc34)CC2)cc1,2,-8,-1,3,20,i,-2,5,-3
CCCCN1C=C(C(=O)c2ccccc2)C(=O)CC1,5,-10,-8,-2,-5,i,-13,-13,2
CCOc1cccc(-c2cnc3cccnn23)c1,-9,2,-10,-4,-5,x,9,11,1
CCN(CC)S(=O)(=O)c1cc(NC(=O)CSc2n[nH]c(N)n2)ccc1C,3,-13,-1,0,-23,i,-3,9,17
CN(C)CCn1c2c(c(SCC(=O)N3CCc4ccccc43)nc1=O)CCCC2,-6,1,-3,-3,2,i,12,17,23
CC(=O)c1ccc(NS(=O)(=O)Cc2ccc(Cl)cc2)cc1,1,-8,-4,2,-3,i,6,4,-9
COc1ccc(N(C)C(=O)C2CCN(S(=O)(=O)c3cccc4nonc34)CC2)c(OC)c1,-2,-2,-1,1,3,i,-10,2,2
Cc1ccc(S(=O)(=O)N2CCOCC2)cc1NC(=O)CSc1n[nH]c(N)n1,1,-1,-5,-2,-7,i,-5,18,-2
O=C(Oc1ccc(N(C(=O)c2ccncc2)S(=O)(=O)c2cccs2)cc1)c1ccncc1,-1,-7,-3,0,9,i,12,2,11
COC(=O)c1c(-n2c(C)cc(C=O)c2C)sc2c1CCCC2,-1,-3,-1,1,-1,i,-12,-2,5
COc1cc2ccccc2cc1C(=O)NCC(c1cccs1)N(C)C (stereo not drawn),-5,8,-4,3,2,i,-1,-6,-9
Cc1cnc(C(=O)OCC(=O)Nc2cc(-c3ccccc3)nn2-c2ccccc2)cn1,2,-13,-2,1,-5,i,1,-6,12
O=C(/C=C/c1ccccc1Cl)Nc1cccc(O)c1,4,-10,-1,-9,6,i,-2,2,6
O=C(O)C1CCN(C(=O)c2ccccc2C(=O)N2CCC(C(=O)O)CC2)CC1,1,-7,-3,0,-8,i,-8,2,11
Cc1ccc(CNC(=O)/C=C/c2ccc(S(=O)(=O)N3CCOCC3)cc2)cc1,2,-8,-1,0,-10,i,-3,-4,2
O=C(O)CCc1ccc(-c2ccccc2)n1CC(=O)Nc1cccc(C(F)(F)F)c1,-1,-9,-1,2,3,i,-9,-53,2
CCN(CC(=O)Nc1ccc(NC(C)=O)cc1)CC(=O)Nc1ccccc1C(=O)c1ccccc1,6,-3,-5,2,0,i,-11,-3,5
COc1cccc(CC(=O)OC(C)C(=O)Nc2ccc(N3CCOCC3)cc2)c1 (stereo not drawn),3,-1,-9,0,0,i,10,4,-18
C=CCNC(=O)c1cn(CC)c2cc(N3CCN(C(=O)c4ccco4)CC3)c(F)cc2c1=O,-6,-2,-14,5,-5,x,10,-2,-16
Cc1cc(C)n2c(SCCC(C)C)nnc2n1,0,2,-7,0,-3,i,-7,9,-6
CCOC(=O)c1sc2nc3c(SCC(=O)O)cc(C(=O)c4ccccc4O)cn3c(=O)c2c1C,4,-12,-4,-2,7,i,-14,-140,-2
Cc1nnsc1S(=O)c1ccc(F)cc1 (stereo not drawn),-1,-7,-1,3,-7,i,8,6,-9
COc1ccc(C2CC(=O)c3c(O)cc(O)cc3O2)cc1O (stereo not drawn),0,3,-2,2,-7,i,21,-4,20
COc1cc(/C=C2\SC(=S)N(CCC(=O)Nc3ccccc3O)C2=O)cc(OC)c1OC,24,-7,-3,-3,-6,i,2,2,-2
CC(C)(C)CC(=O)Nc1nnc(SCC(=O)NC2CCCCC2)s1,1,8,-4,4,-5,i,-3,17,0
COc1cc(-c2nnc(COC(=O)c3cccn3C)o2)cc(OC)c1OC,3,-1,-11,0,9,i,3,6,6
CCNC(=O)N1c2ccccc2Sc2ccccc21,2,5,-14,3,-12,i,-17,4,2
Cn1c(NCCCO)nc2ccccc21,-3,0,4,2,-9,i,-2,-19,3
Clc1ccc(CSc2ncnc3c2ncn3C2CCCCO2)cc1 (stereo not drawn),-3,4,0,3,9,i,-6,-6,-15
CNC(=S)N1C2CCCC1CC(NC(=O)c1ccc(F)cc1)C2 (stereo not drawn),-2,-6,-2,-3,-5,i,-114,-8,-9
CNC(=O)c1c(NC(=O)c2ccc(S(=O)(=O)N3CC(C)OC(C)C3)cc2)sc2c1CCN(C(C)C)C2 (stereo not drawn),-36,-23,-4,-2,-6,i,-38,-4,-12
CNC(=O)c1ccccc1F,-2,1,-13,0,-8,i,2,3,-8
CCc1nc2c(OCC(=O)c3ccc(Cl)cc3Cl)cccn2c1N(C=O)Cc1ccc(OC)cc1,-8,-6,-1,2,18,i,-7,-22,15
COc1ccc(Cl)cc1NC(=O)CNc1ccc(F)cc1C,1,2,-3,0,20,i,9,-4,7
O=C(c1ccco1)N1CCN(c2nc(C(F)(F)F)nc3c2nnn3Cc2ccccc2)CC1,2,8,-1,0,26,i,0,5,12
COc1ccc(NC(=O)c2ccc(NC(=O)c3ccncc3)cc2)cc1,-1,-5,-1,-1,-4,i,-27,1,6
C=CCN1C(=O)c2ccccc2Sc2ccc(C(=O)NC(C)C)cc21,-4,-3,1,-1,-3,i,-9,-10,15
COc1ccc(NC(=O)COC(=O)CNC(=O)C2CCCCC2)cc1OC,-1,-2,-1,-2,-7,i,-4,-7,-1
O=C(N/C(=C/c1ccc([N+](=O)[O-])cc1)C(=O)N1CCCC1)c1ccccc1,-1,2,-4,1,2,i,5,1,8
C/C(=C\C(=O)c1ccccc1)Nc1ccc2c(c1)OCO2,1,-5,-1,-1,13,i,15,6,3
CN(c1ccccc1)S(=O)(=O)c1nnc(NC(=O)COc2ccccc2F)s1,5,-6,-3,-3,2,i,-5,7,-14
Cc1ccccc1CN1CCC(N2CCC(C(=O)NCC3CCCO3)CC2)CC1 (stereo not drawn),2,-2,-6,0,-9,i,-1,-6,-10
NNc1nc2c(Cl)ccc(Cl)c2s1,10,-2,-4,-2,-12,i,9,-4,19

# Additional structures follow.
SMILES,MT1-MMP act inh,E coli Lon inh,bovine MsrA act,Rin1 Abl inh,FAS TE block,Neddylation inh,PABP1 MLLE inh,CendR NRP1 mod,SKN-1 inh
O=C(O)C1=CC[C@@H](c2ccc(Cl)cc2)N(S(=O)(=O)c2ccc(Cl)cc2)[C@H]1c1cccc(Cl)c1,4,13,-13,-1,27,i,-2,-16,-5
Cc1cc(C)c(NC(=S)N(C)C)c(C)c1,-3,9,-2,3,-3,i,-39,-2,-9
O=C(O)C1C2C=CC3(O2)C1C(=O)N1c2ccccc2C2OCCC2C13 (stereo not drawn),0,-8,-6,4,-5,i,-6,-5,1
N#Cc1cc(C(=O)c2cc(F)ccc2O)cn(-c2nccs2)c1=O,-125,-261,-1,-4,-35,i,193,135,10
CC12CCC(C(=O)C1)C1(C)CCCC(=O)C21 (stereo not drawn),-1,-5,-15,4,0,i,-3,-3,-6
O=C(CSc1nnc(C2CC2)n1CC1CCCO1)Nc1cccc(Cl)c1 (stereo not drawn),5,4,-2,-3,-3,i,5,-3,1
O=C(COC(=O)c1ccc(Br)o1)Nc1nc2c(F)c(F)c(F)cc2s1,0,2,-14,-1,1,i,-22,-15,2

# High-throughput results as filed in PubChem BioAssay.
